Bioassay records (PubChem BioAssay)
ULK1 inh: blocks human autophagy kinase ULK1 | O75385 | hit rate 1.9% among 30,000 | inhibition, % at 5.96 µM | AlphaScreen Atg13 phosphorylation by ULK1, luminescence; in the data active = inhibition above about 43%;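 also: 0% = median of compound wells and 100% = no enzyme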
Target sequence (O75385 whole entry, looked up): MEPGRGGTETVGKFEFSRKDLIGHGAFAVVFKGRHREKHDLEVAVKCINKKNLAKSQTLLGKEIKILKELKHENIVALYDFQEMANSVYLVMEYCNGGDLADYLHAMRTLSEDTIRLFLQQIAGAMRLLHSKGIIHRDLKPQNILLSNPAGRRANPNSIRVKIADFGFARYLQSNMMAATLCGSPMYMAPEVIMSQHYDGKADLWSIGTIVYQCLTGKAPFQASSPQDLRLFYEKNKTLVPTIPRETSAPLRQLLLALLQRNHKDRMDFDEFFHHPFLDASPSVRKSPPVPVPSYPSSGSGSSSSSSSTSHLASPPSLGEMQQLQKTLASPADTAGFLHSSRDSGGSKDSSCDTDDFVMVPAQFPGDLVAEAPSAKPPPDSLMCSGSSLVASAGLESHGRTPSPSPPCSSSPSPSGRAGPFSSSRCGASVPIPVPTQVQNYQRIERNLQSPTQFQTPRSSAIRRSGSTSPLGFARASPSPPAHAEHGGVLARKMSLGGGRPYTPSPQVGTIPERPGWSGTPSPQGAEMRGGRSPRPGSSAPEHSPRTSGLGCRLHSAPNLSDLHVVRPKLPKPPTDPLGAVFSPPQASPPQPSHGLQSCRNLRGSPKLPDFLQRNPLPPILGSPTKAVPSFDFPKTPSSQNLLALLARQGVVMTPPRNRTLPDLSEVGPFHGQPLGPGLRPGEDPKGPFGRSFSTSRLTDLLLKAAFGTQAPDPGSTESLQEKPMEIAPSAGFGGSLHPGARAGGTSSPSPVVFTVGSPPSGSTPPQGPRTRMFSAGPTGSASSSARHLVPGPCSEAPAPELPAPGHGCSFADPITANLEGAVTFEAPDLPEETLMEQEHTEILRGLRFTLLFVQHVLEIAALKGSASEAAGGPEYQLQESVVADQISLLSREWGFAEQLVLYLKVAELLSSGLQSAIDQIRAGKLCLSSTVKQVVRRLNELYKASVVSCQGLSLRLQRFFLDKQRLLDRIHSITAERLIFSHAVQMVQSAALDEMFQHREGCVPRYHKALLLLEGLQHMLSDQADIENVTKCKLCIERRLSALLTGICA
ASK1 inh: human ASK1 kinase inhibition, primary screen. Q99683. AlphaScreen MKK6 phosphorylation by ASK1, luminescence. inhibition, % at 7.44 µM. hit rate 0.99% among 22,000. AID 1159602; in the data active = inhibition above about 35%;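 also: 0% = median of compound wells and 100% = no enzyme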
Active calls of the source: *.

The opening three records (preview)
How did OC1CCC(Nc2ncc(-c3cnn(Cc4ccccc4)c3)n3ccnc23)CC1 (centres undefined) do in these assays?
ULK1 inh: -11; ASK1 inh: 5

Results for c1ccc(CN2CCC(Nc3nc(NCCN4CCOCC4)nc4c3ncn4C3CCCCC3)CC2)cc1 ?
ULK1 inh: 5; ASK1 inh: 3

What do the screens show for `Cc1ccc(Nc2ncccc2C(=O)O)cc1C`?
ULK1 inh: 0

Results (from the top)
How did OC1CCC(Nc2ncc(-c3cnn(Cc4ccccc4)c3)n3ccnc23)CC1 (centres undefined) do in these assays?
ULK1 inh: -11; ASK1 inh: 5

Results for c1ccc(CN2CCC(Nc3nc(NCCN4CCOCC4)nc4c3ncn4C3CCCCC3)CC2)cc1 ?
ULK1 inh: 5; ASK1 inh: 3

What do the screens show for `Cc1ccc(Nc2ncccc2C(=O)O)cc1C`?
ULK1 inh: 0

What do the screens show for `N=C(N)c1ccc(/C=C/c2ccc(C(=N)N)cc2O)cc1`?
ULK1 inh: 8

How did Cc1ccc(-c2ncn(-c3ccc(Nc4ncc(F)c(-c5cc(N6CCOCC6)cc(C(F)(F)F)c5)n4)cc3)n2)cn1 do in these assays?
ULK1 inh: 8; ASK1 inh: -3

What do the screens show for `O=C(NCc1ccccc1)c1csc(Nc2ccncc2)n1`?
ULK1 inh: 11; ASK1 inh: -4

What do the screens show for `O=C1CCCN1CCn1cnc2c(NCc3cccnc3)nc(NCc3ccc4c(c3)OCO4)nc21`?
ULK1 inh: 1; ASK1 inh: -10

Results for c1ccc(CNc2nc(Nc3ncccn3)nc3c2ncn3-c2ccccc2)cc1 ?
ULK1 inh: 20; ASK1 inh: 0

What do the screens show for `COc1cc(Nc2nc(NCCN3CCOCC3)nc3c2ncn3CCN2CCCC2=O)cc(OC)c1OC`?
ULK1 inh: -8; ASK1 inh: -8

Results for O=C1CCCN1CCn1cnc2c(NCCc3ccc(O)cc3)nc(-c3ccccc3)nc21 ?
ULK1 inh: -37; ASK1 inh: -3

What do the screens show for `COc1cc([C@@H]2c3cc4c(cc3C(OC3OC5COC(C)OC5C(O)C3O)C3COC(=O)[C@@H]32)OCO4)cc(OC)c1O` (some centres undefined)?
ULK1 inh: -4

Results for Cc1cccc(COC(=O)Nc2ccc(-c3cn[nH]c3)cc2)c1 ?
ULK1 inh: 3; ASK1 inh: 10

What do the screens show for `CC(C)n1cnc2c(NCCCN3CCCC3=O)nc(N3CCC(N4CCOCC4)CC3)nc21`?
ULK1 inh: -25; ASK1 inh: -6

What do the screens show for `CCn1c(=S)[nH]c2sc3c(c2c1=O)CCN(C)C3`?
ULK1 inh: 6

How did CCN(CC)C(=O)C1CCCN(c2cc(C(=O)Nc3cc(OC)c(OC)c(OC)c3)ccn2)C1 (centres undefined) do in these assays?
ULK1 inh: 25; ASK1 inh: -1

How did CCOC(=O)CCc1cc2c(C)cc(=O)oc2cc1O do in these assays?
ULK1 inh: 2

How did CC(C)n1c(Nc2ccccc2)nc2c(NCCCN3CCCC3=O)ncnc21 do in these assays?
ULK1 inh: 10; ASK1 inh: 20

Results for N#C/C(=C\c1cccs1)C(=O)Nc1sc2c(c1C(N)=O)CCCC2 ?
ULK1 inh: -5

How did CC(=O)N1CCc2cccc(NC(=O)NS(=O)(=O)c3ccc(C)cc3)c21 do in these assays?
ULK1 inh: -15

How did Nc1cnn(-c2ccnc(Nc3ccc(N4CCOCC4)cc3)c2)c1 do in these assays?
ULK1 inh: 6; ASK1 inh: -1

How did NC(=O)c1cnc(Nc2nccc3ccccc23)s1 do in these assays?
ULK1 inh: 21; ASK1 inh: -17

What do the screens show for `COc1ccc(-c2cc(NCc3nc4ccccc4[nH]3)ncn2)cn1`?
ULK1 inh: -5; ASK1 inh: -17

What do the screens show for `C=CCc1ccccc1OCC(O)CNC(C)C` (centres undefined)?
ULK1 inh: -8

How did CCN(CC)C(=O)C1CCCN(c2nc3ncnc(NCc4cccc(C(F)(F)F)c4)c3[nH]2)C1 (centres undefined) do in these assays?
ULK1 inh: -6; ASK1 inh: 5

Pulled by compound from the entries so far, 2 records:
Results for N#C/C(=C\c1cccs1)C(=O)Nc1sc2c(c1C(N)=O)CCCC2 ?
ULK1 inh: -5

What do the screens show for `COc1cc([C@@H]2c3cc4c(cc3C(OC3OC5COC(C)OC5C(O)C3O)C3COC(=O)[C@@H]32)OCO4)cc(OC)c1O` (some centres undefined)?
ULK1 inh: -4

(more compounds)
How did O=C(Nc1ccccc1)c1ccnc(Nc2nccc3ccccc23)c1 do in these assays?
ULK1 inh: -13; ASK1 inh: 5

How did N#CCC(=O)NN do in these assays?
ULK1 inh: -10

What do the screens show for `C=C1CC2C3C=C(C)C4=CC(=O)CC[C@]4(C)C3CC[C@]2(C)[C@@]1(OC(C)=O)C(C)=O` (some centres undefined)?
ULK1 inh: 4

Results for O=C(N/N=C\c1ccc(-c2ccc([N+](=O)[O-])cc2)o1)c1cnccn1 ?
ULK1 inh: -3

What do the screens show for `CN1CCN(C(=O)c2ccc(-c3cccc(C(=O)NCc4ccccc4)n3)cc2)CC1`?
ULK1 inh: 70*; ASK1 inh: 15

What do the screens show for `O=C(NCCN1CCOCC1)c1csc(N2CCN(Cc3ccc4c(c3)OCO4)CC2)n1`?
ULK1 inh: 0; ASK1 inh: -2

Results for CSCCC(O)C(=O)O (centres undefined) ?
ULK1 inh: -19

What do the screens show for `COc1cc(Oc2ccc(Cl)cc2C(=O)O)nc(OC)n1`?
ULK1 inh: -4

Results for COc1cc(Nc2cc(-c3c(C)noc3C)nc(N)n2)cc(OC)c1OC ?
ULK1 inh: -11; ASK1 inh: 8

What do the screens show for `O=C(Nc1ccc(N2CCOCC2)cc1)c1csc(Oc2ccccc2)n1`?
ULK1 inh: -13; ASK1 inh: 8

How did O=C(Nc1ccccc1)c1csc(-c2ccc(N3CCOCC3)nc2)n1 do in these assays?
ULK1 inh: -7; ASK1 inh: -22

Results for O=C(O)C1Nc2ccccc2C2C=CCC12 (centres undefined) ?
ULK1 inh: 32

How did COc1ccccc1NC(=O)N1CCc2nc3c(C)cccn3c(=O)c2C1 do in these assays?
ULK1 inh: -8

Results for FC(F)(F)c1ccc(Cn2cnc3c(NCCN4CCOCC4)nc(-c4ccc(N5CCOCC5)nc4)nc32)cc1 ?
ULK1 inh: -65; ASK1 inh: -4

What do the screens show for `CC(C)n1cnc2c(NCCN3CCOCC3)nc(N3CCN(Cc4ccc5c(c4)OCO5)CC3)nc21`?
ULK1 inh: -8; ASK1 inh: 6

What do the screens show for `O=C(COC(=O)c1cccc(N2C(=O)C3C4C=CC(C4)C3C2=O)c1)c1ccc([N+](=O)[O-])cc1` (centres undefined)?
ULK1 inh: -12

What do the screens show for `C[C@H](N)[C@H](O)c1cccc(O)c1`?
ULK1 inh: 2

How did FC(F)(F)c1cccc(CNc2nc(Nc3ccncn3)nc3c2ncn3C2CCCCC2)c1 do in these assays?
ULK1 inh: 0; ASK1 inh: 1

What do the screens show for `O=C(NCCCN1CCCC1=O)c1ccnc(NCc2cccnc2)c1`?
ULK1 inh: 8; ASK1 inh: -19

How did c1ccc(CNc2nc(-c3cccs3)nc3c2ncn3-c2ccsc2)cc1 do in these assays?
ULK1 inh: 3; ASK1 inh: 9

What do the screens show for `CN1CCN(C(=O)c2ccc(-c3ncc(C(=O)NCCCN4CCCC4=O)s3)cc2)CC1`?
ULK1 inh: 6; ASK1 inh: -5

What do the screens show for `Cc1ccc(CC2CC(=O)N(c3cccc(/C=C/C(=O)O)c3)C2=O)cc1` (centres undefined)?
ULK1 inh: 12

How did COc1c(Br)ccc2cnc(Nc3ccc(-n4cnc(N5CCOCC5)n4)cc3)nc12 do in these assays?
ULK1 inh: -8; ASK1 inh: 22

How did O=C(Nc1nc(-c2ccc(Br)cc2)cs1)N1CCOCC1 do in these assays?
ULK1 inh: 1

7 compounds out of the list, arranged by length of the SMILES, descending.
What do the screens show for `O=C(COC(=O)c1cccc(N2C(=O)C3C4C=CC(C4)C3C2=O)c1)c1ccc([N+](=O)[O-])cc1` (centres undefined)?
ULK1 inh: -12

What do the screens show for `CC(C)n1cnc2c(NCCN3CCOCC3)nc(N3CCN(Cc4ccc5c(c4)OCO5)CC3)nc21`?
ULK1 inh: -8; ASK1 inh: 6

What do the screens show for `CN1CCN(C(=O)c2ccc(-c3ncc(C(=O)NCCCN4CCCC4=O)s3)cc2)CC1`?
ULK1 inh: 6; ASK1 inh: -5

How did COc1c(Br)ccc2cnc(Nc3ccc(-n4cnc(N5CCOCC5)n4)cc3)nc12 do in these assays?
ULK1 inh: -8; ASK1 inh: 22

How did COc1ccccc1NC(=O)N1CCc2nc3c(C)cccn3c(=O)c2C1 do in these assays?
ULK1 inh: -8

What do the screens show for `O=C(NCCCN1CCCC1=O)c1ccnc(NCc2cccnc2)c1`?
ULK1 inh: 8; ASK1 inh: -19

How did O=C(Nc1nc(-c2ccc(Br)cc2)cs1)N1CCOCC1 do in these assays?
ULK1 inh: 1

Additional compounds follow:
Results for COc1ccc(-c2nc(NCCO)c3ncn(Cc4ccc(C(F)(F)F)cc4)c3n2)cn1 ?
ULK1 inh: -65; ASK1 inh: -21

How did FC(F)(F)c1ccc(Cn2cnc3c(Nc4ccc(N5CCOCC5)cc4)nc(-c4csc5ccccc45)nc32)cc1 do in these assays?
ULK1 inh: -13; ASK1 inh: 22

What do the screens show for `CC(C)n1c(-c2ccc(C(=O)NC3CC3)cc2)nc2c(NCc3cccc(C(F)(F)F)c3)ncnc21`?
ULK1 inh: -27; ASK1 inh: -8

Results for CC[C@H](C)[C@H]1C(=O)Nc2cc(S(C)(=O)=O)ccc2N1C(=O)CC(C)C ?
ULK1 inh: 0

How did CC(C)n1cnc2c(Nc3ccc(N4CCOCC4)cc3)nc(Cl)nc21 do in these assays?
ULK1 inh: 29; ASK1 inh: 0

Results for COc1cc2nc(Nc3ccc(C(F)(F)F)cc3)nc(Nc3ccc(NC(C)=O)cc3)c2cc1OC ?
ULK1 inh: 2; ASK1 inh: -1

How did CS(=O)(=O)c1ccc2c(c1)CC(c1nc3ccc(-c4ccnc(N)n4)cc3[nH]1)CO2 (centres undefined) do in these assays?
ULK1 inh: 7; ASK1 inh: 2

What do the screens show for `Clc1nc(NCc2ccccc2)c2ncn(-c3ccsc3)c2n1`?
ULK1 inh: -18; ASK1 inh: -2

What do the screens show for `CC(=O)Nc1ccc(Nc2ccnc(-c3ccc(C(N)=O)cc3)n2)cc1`?
ULK1 inh: 4; ASK1 inh: 11

What do the screens show for `COc1ncccc1-c1ccc2cnc(Nc3ccc(-n4cnc(N5CCOCC5)n4)cc3)nc2c1`?
ULK1 inh: 26; ASK1 inh: 6

What do the screens show for `CCNc1cc(C)nc(N2CCN(S(=O)(=O)c3cccc(Cl)c3)CC2)n1`?
ULK1 inh: -43

How did c1ccc(Nc2cc(-c3ccc(N4CCOCC4)nc3)ncn2)cc1 do in these assays?
ULK1 inh: -1; ASK1 inh: 2

What do the screens show for `COc1ccc(-c2nc3ncnc(NC4CC4)c3[nH]2)cc1`?
ULK1 inh: 7; ASK1 inh: 0

Results for COc1ccc(Nc2nc(NCc3cccc(C(F)(F)F)c3)c3cc(OC)c(OC)cc3n2)cn1 ?
ULK1 inh: -29; ASK1 inh: -3

Results for COc1ccc(CCNc2nc(Cl)nc3c2ncn3C(C)C)cc1 ?
ULK1 inh: 7; ASK1 inh: -2

Results for COc1ccc(-c2nc(C)cc(N)n2)cc1 ?
ULK1 inh: -2; ASK1 inh: 6

What do the screens show for `O=C(Nc1ccccc1)c1ccnc(N2CCCC2CO)c1` (centres undefined)?
ULK1 inh: 2; ASK1 inh: -7

What do the screens show for `Nc1ccn([C@@H]2O[C@H](CO)[C@@H](O)C2(F)F)c(=O)n1`?
ULK1 inh: -17

Results for COc1ccc(CCNc2nc(NCc3cccnc3)nc3c2ncn3-c2ccccc2)cc1 ?
ULK1 inh: 0; ASK1 inh: 12

Results for CC(C)(C)C(=O)Nc1nc(CC(=O)N2CCN(c3ccccc3)CC2)cs1 ?
ULK1 inh: 2

How did CCCNc1nc(N2CCCC2CO)nc2c1ncn2-c1ccsc1 (centres undefined) do in these assays?
ULK1 inh: -12; ASK1 inh: -9

Results for CC(C)(C)OC(=O)N1C(C(=O)O)CSC1c1cc2c(cc1[N+](=O)[O-])OCO2 (centres undefined) ?
ULK1 inh: 17

Results for Oc1ccc(CCNc2nc(Nc3ccc(-n4ccnc4)cc3)nc3c2ncn3C2CCCCC2)cc1 ?
ULK1 inh: -2; ASK1 inh: 22

How did O=C(NC1CC1)c1cnc(NCc2ccc3c(c2)OCO3)s1 do in these assays?
ULK1 inh: 15; ASK1 inh: 2

How did C#CCN1CCN(CCNC(=O)c2cccc(-n3ncc4cc(Nc5cccc(C)c5Cl)ccc43)c2)CC1 do in these assays?
ULK1 inh: -37; ASK1 inh: 14

What do the screens show for `c1cnc(Nc2nc(Nc3ccc(N4CCOCC4)cc3)c3[nH]cnc3n2)cn1`?
ULK1 inh: 17; ASK1 inh: 10

What do the screens show for `CC(C)n1cnc2c(NCCOc3ccccc3)nc(Nc3cccnc3)nc21`?
ULK1 inh: 2; ASK1 inh: 7

What do the screens show for `CCN(CC)CCOc1cccc2c1CC(c1nc3ccc(-c4ccnc(N)n4)cc3[nH]1)CO2` (centres undefined)?
ULK1 inh: 2; ASK1 inh: 7

What do the screens show for `COc1ccc(CCNC(=O)c2ccc(-c3cccc(N)c3)s2)cc1`?
ULK1 inh: 31; ASK1 inh: -5

How did O=C(Cc1cn(-c2ccc(NCCN3CCOCC3)nn2)c2ccccc12)NCc1cccnc1 do in these assays?
ULK1 inh: 3; ASK1 inh: 14

What do the screens show for `CN1CCc2c(c3ccccc3n2Cc2ccccc2)C1`?
ULK1 inh: 7

How did CCNc1nc(NCc2cccnc2)c2ncn(C3CCCCC3)c2n1 do in these assays?
ULK1 inh: 12; ASK1 inh: -7

How did CC(=O)Nc1ccc(NC(=O)Cc2cn(-c3ccc(NCc4cccnc4)nn3)c3ccccc23)cc1 do in these assays?
ULK1 inh: 1; ASK1 inh: 4

Results for Cc1[nH]ncc1-c1ccc2nc(NC(=O)C3COc4ccccc4C3)sc2c1 (centres undefined) ?
ULK1 inh: -7; ASK1 inh: 9

What do the screens show for `COc1cc2nc(Nc3ccncn3)nc(Nc3ccc(N4CCOCC4)cc3)c2cc1OC`?
ULK1 inh: -26; ASK1 inh: 22

What do the screens show for `O=C(NCCCN1CCCC1=O)c1cccc(NCc2cccnc2)n1`?
ULK1 inh: -3; ASK1 inh: -24
